Source: PubChem BioAssay (National Center for Advancing Translational Sciences (NCATS))
MmCpn inh: M. maripaludis TRiC chaperonin inhibition. purified Mm-Cpn ATPase, ADP Transcreener TR-FRET. Potency, µM (series often up to 76.9 µM), without a hit: at the highest dose activity, negative = inhibition, actives largely listed as inhibitors. actives 0.031% (n = 330,000). AID 504842; also: potency is read from the fitted curve at half-maximal effect; % is scaled to controls: 0 for no effect and ±100 for the full control effect; nearly all actives have a fitted effect of over 80% in size
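ATPase turnover read by TR-FRET ADP competition (Eu cryptate antibody/ADP-d2, 665/590 nm): 10uM ATP final, 25nM Mm-CPN final, 30 min 37degC after 10-min compound preincubation, pH 7.4 Tris/KCl/MgCl2/DTT buffer.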
HepG2 viability: counter-screen for TGF-b inhibitors: cytotoxicity in HepG2 cells. HepG2 CAGA-GFP viability, ATP luminescence, 18 h. Potency, µM (doses to about 46.1 µM), for the others: top-dose activity change, negative = cytotoxicity, hits mostly cytotoxic. actives 0.76% (n = 410,000); also: potency is read from the fitted curve at half-maximal effect; some results filed as inactive show a strong effect at the top dose
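CellTiter-Glo luminescence gave cytotoxicity after 18 hours at 37 degrees C. The cells were HepG2 CAGA-GFP in 1% FBS DMEM, stimulated with 500 pg/mL TGF-beta after compound addition. %Activity was normalised to no-cell wells (complete cell-killing) and DMSO (no toxicity), and curves were fitted and classified.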
Nrf2 block: Nrf2 pathway inhibition. A549 ARE-Fluc reporter, luciferase luminescence, 18-24 h. Potency, µM (titrated, usually from 46 µM), without a hit: top-dose activity change, negative = inhibition, usual class: inhibitors. actives 2.1% (n = 360,000). AID 504444; also: potency is read from the fitted curve at half-maximal effect; % is scaled to controls: 0 for no effect and ±100 for the full control effect; nearly all actives have a fitted effect of over 60% in size
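Quantitative HTS in A549 cells stably bearing an antioxidant response element-firefly luciferase construct. Inhibition of Nrf2-driven transcription was scored by luminescence after 18-24 h of compound exposure at 37 °C.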
Nrf2 activator: Nrf2 pathway activation; AID 624171; actives 0.31% (n = 410,000); Potency, µM (series often up to 46.1 µM), for inactives: at the top dose activation, most hits filed as activators; AREc32 ARE-luciferase reporter (MCF7-derived line), luminescence, 24 h; also: potency is read from the fitted curve at half-maximal effect; % of control where 0% means no effect; nearly all actives have a fitted effect of over 65% in size
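Each well held 1000 AREc32 cells, which were incubated with compound for 24 hr at 37 deg C after overnight attachment, and ARE reporter activity was quantified by firefly luciferase luminescence.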
pAkt inh: Akt phosphorylation inhibition; actives 0.32% (n = 360,000); activity change, % for hits at 50 µM; AID 651550; Neuro2A IGF-stimulated pAkt S473 HTRF, 20 min; active compounds read low; in the data active = activity change below about -80%; inconclusive = mostly about -51% to -80%; also: % is scaled to controls: 0 for no effect and ±100 for the full control effect
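Single-point screen (50 µM final compound) in Neuro2A cells stimulated 20 min with 6 nM IGF at 37 deg C. After lysis, Ser473-phosphorylated Akt read by HTRF (ex 330 nm, em 615/665 nm) as the 665/615 ratio.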
CCT modulator: modulators of cytosolic chaperonin (CCT/TRiC) activity. purified chaperonin ATPase assay, HTRF ADP detection, 30 min. actives 0.3% (n = 360,000). AID 651819. activity change, % (no concentration beside the values), hits read low; in the data active = activity change below about -30%; also: % is scaled to controls: 0 for no effect and ±100 for the full control effect
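ATPase activity: ADP formed was measured by HTRF Transcreener (665/615 nm ratio) after 30 min at 37 deg C with 10 uM ATP. Compounds screened at one 76 uM concentration against 40 or 20 nM TRiC in Tris pH 7.4/KCl/MgCl2/DTT buffer.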
A549 tox: A549 cytotoxicity, counter-screen for Nrf2 inhibitors. Potency, µM (doses to about 46 µM), without a hit: top-dose activity change, negative = cytotoxicity, most hits filed as inhibitors. A549 ARE-Fluc cells, CellTiter-Fluor viability, 18-24 h. actives 0.16% (n = 390,000); also: potency is read from the fitted curve at half-maximal effect; % is scaled to controls: 0 for no effect and ±100 for the full control effect
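A549 ARE-Fluc cells in 5% FBS OPTI-MEM, 5000 cells/well, rested 2 h then exposed to compounds in concentration-response for 18-24 h at 37 °C. Viability by CellTiter-Fluor fluorescence (Ex 405/Em 525) after 30 min; luciferase luminescence (BugLite, 15 min, RT) read afterwards.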
TGFb SMAD3 inh: inhibitors of TGF-b signaling; Potency, µM (titrated, usually from 46.1 µM), for inactives: at the top dose activity, negative = inhibition, actives largely listed as inhibitors; AID 588855; actives 1.2% (n = 410,000); HepG2 CAGA-GFP TGF-b/SMAD3 reporter, GFP fluorescence, 18 h; TGF-beta stimulated, 500 pg/mL final; also: potency is read from the fitted curve at half-maximal effect; % is scaled to controls: 0 for no effect and ±100 for the full control effect; nearly all actives have a fitted effect of over 65% in size
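Smad-responsive CAGA-GFP expression was quantified in HEPG2 cells exposed to compounds and 500 pg/mL final TGF-beta for 18 h at 37 degrees C; unstimulated wells defined full inhibition.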
S2 tox: cell viability loss in ATXN counter-screen; S2 cells (HEK-293 line with an ATXN2-luciferase reporter) viability, CellTiter-Fluor protease fluorescence, 24 h; Potency, µM (titrated, usually from 56.7 µM), usual class: cytotoxic; actives 0.49% (n = 400,000); AID 651635; also: potency is read from the fitted curve at half-maximal effect; nearly all actives have a fitted effect of over 40% in size
Active calls of the source: *; i = inactive; ? = inconclusive; . = not tested or not shown; [ ] = another dose, or the depositor's remark. Unless noted, calls follow the shape of the dose curve; as a rule, active = well fitted curve in the direction sought with a large enough effect; inconclusive = small, poorly fitted or top-dose-only effect, or another doubt; inactive = no such curve, though single readings can be large; an effect the other way counts as inactive or inconclusive.

SMILES	MmCpn inh	HepG2 viability	Nrf2 block	Nrf2 activator	pAkt inh	CCT modulator	A549 tox	TGFb SMAD3 inh	S2 tox
O=C(Nc1cccc(C(=O)N2CCN(c3ccc(F)cc3)CC2)c1)c1nsc2ccccc12	.	-31.9%	.	-1.9%	.	.	-6.9%	1.0%	?
O=C(CCCc1ccccc1)NCc1ccccn1	-1.3%	17.9%	30.5%	0.9%	i	0.5	1.6%	35.1%[activator]	i
CS(=O)(=O)N(CC(=O)NCc1ccccc1)Cc1ccc(Cl)cc1	0.9%	-19.2%	.	0.2%	i	-9.5	18.0%	2.6%	i
COc1ccc(C(=O)NNC(=O)CSc2nnc(C(C)C)n2C)cc1	-3.7%	12.1%	-6.2%	0.1%	i	0.5	-1.6%	4.7%	i
CC(C)(Oc1ccc(Cl)cc1)C(=O)N(Cc1ccccc1)c1ccccn1	-0.2%	-18.2%	-7.2%	2.3%	i	0.8	14.3%	-9.4%	i
CC(C)Cc1nc2sc3c(c2c(=O)n1N)CC(C)(C)OC3	0.3%	-6.6%	-2.7%	0.2%	i	0.5	-1.3%	-0.3%	i
CCCc1nc2ccc(C)cn2c1Cc1ccsc1	.	-3.1%	.	6.8%	i	3.3	.	-3.9%	?
Cc1cc(C(=O)NCc2ccc3c(c2)OCO3)c(C)o1	0.3%	6.0%	9.1%	0.2%	i	0.2	-9.3%	-14.7%	i
O=C(NCc1ccccc1)C(=O)NCC(c1ccco1)N1CCOCC1 (configuration not stated)	-1.5%	-8.3%	?	-0.6%	i	-0.3	-2.2%	-1.2%	?
CCN(CC)CCNC(=O)c1ccc(NC(=O)c2ccc3c(c2)CCC3)cc1	2.9%	-20.3%	-1.5%	3.6%	i	-0.2	-27.5%	1.6%	i
COCCN1C(=O)CC(NNC(=O)c2ccc(S(=O)(=O)N3CCCC3)cc2)C1=O (configuration not stated)	1.2%	-9.5%	-3.8%	0.3%	i	-1.5	3.6%	3.1%	i
O=C(O)c1cn[nH]c1-n1cnnn1	0.4%	-5.1%	-2.0%	-0.5%	i	-2.1	9.0%	21.0%	i
COc1ccccc1NC(=O)COc1ccc(C(=O)NCC2CCCO2)cc1OC (configuration not stated)	-2.5%	-3.6%	-13.1%	-0.4%	i	-3.5	0.7%	1.3%	i
COc1ccc(S(=O)(=O)NCC2CCCN(C(=O)c3cccs3)C2)cc1 (configuration not stated)	0.4%	1.7%	-6.3%	2.4%	i	-0.2	-10.9%	0.3%	i
Cc1ccc(S(=O)(=O)N(C)C)cc1NC(=O)CN1C(=O)NC(Cc2ccccc2)C1=O (configuration not stated)	-1.0%	-45.1%	2.5%	0.1%	i	-3.1	-2.5%	-16.2%	i
C/C(=N\NC(=O)c1ccccc1F)c1ccc2c(c1)Nc1ccccc1S2	-3.8%	-29.4%	2.7%	8.0%	i	-7.7	2.4%	?	i
CN(Cc1ccccc1F)C(=O)CCCNC(=O)c1ccc(Cl)cc1	-3.1%	0.2%	-17.9%	-0.7%	i	-0.6	-0.1%	-14.4%	i
COc1ccc(NC(=O)c2ccc(OC)cc2)cc1	2.0%	-10.1%	?	-0.5%	i	-2.0	3.6%	-8.2%	i
O=C1c2ccccc2C(c2nnnn2Cc2ccccc2)N1CCOc1ccccc1 (configuration not stated)	.	.	.	6.2%	i	-0.8	.	.	i
CCOC(=O)c1cnc(SSc2ncc(C(=O)OCC)c(N)n2)nc1N	0.5%	6.3%	2.4%	3.9%	i	-1.7	6.1%	3.9%	i
C=CCN1C(=O)C2(OCCCO2)c2cccc(C)c21	-7.9%	30.9%	-12.0%	-0.7%	i	0.2	15.5%	23.7%	i
O=C(Cn1cnc2c(OCc3ccccc3)ncnc21)NCCN1CCOCC1	-0.7%	-14.2%	12.5%	-1.1%	i	-1.4	2.1%	-3.5%	i
CCOC(=O)c1cc(NC(=O)c2ccc(C)cc2)c(=O)n2c1oc1ccc(Cl)cc12	.	-8.4%	11.3%	3.7%	.	.	-1.5%	-1.9%	.
COc1ccc([C@@H]2COc3c(ccc4c3C=CC(C)(C)O4)C2)c(OC)c1	.	-6.0%	5.9%	0.7%	i	2.8	9.3%	6.4%	i
CCCCN=C1NC(=O)C(CC(=O)Nc2ccc(Cl)cc2)S1 (configuration not stated)	-0.1%	-43.4%	-4.7%	-0.5%	i	-1.8	-2.0%	3.1%	i
COc1ccc(S(=O)(=O)N2CCC(C(=O)N3CCc4ccccc4C3)CC2)cc1OC	0.4%	-18.5%	-24.3%	-0.7%	i	-5.2	16.5%	0.0%	i
Cc1ccc(Cl)cc1N(CC(=O)NCc1ccccc1)S(C)(=O)=O	-4.6%	-9.1%	2.8%	-1.3%	i	-2.4	3.4%	-15.1%	i
CC(C)CN1C(=O)c2ccc(NC(=O)C3CC3)cc2C1=O	-0.2%	1.7%	11.0%	-0.4%	i	-1.1	-1.7%	-1.2%	i
O=c1[nH]c(-c2ccc(-c3cccc(Cl)c3)o2)nc2ccccc12	0.2%	-4.1%	?	1.3%	.	.	1.4%	?	i
CN(CC1CCOCC1)C(=O)CC1C(=O)NCCN1C/C=C/c1ccccc1 (configuration not stated)	-0.1%	7.2%	-0.5%	0.0%	i	0.0	-2.5%	30.8%[activator]	i
Cc1ccc(-c2nc(SC(C)C(=O)N3CCCC3)n[nH]2)cc1 (configuration not stated)	0.2%	0.2%	-5.0%	0.6%	i	0.1	-1.9%	2.8%	i
Cc1ccc(C(=O)NCc2nnc(SCC(=O)Nc3sc4c(c3C#N)CCCC4)n2C)cc1	1.9%	-0.5%	-21.7%	3.4%	.	-1.8	-7.3%	-3.0%	i
Cc1ccc(S(=O)(=O)Oc2ccccc2N2C(=O)C3C4CCC(C4)C3C2=O)cc1 (configuration not stated)	2.6%	0.4%	?	-0.3%	i	-2.3	-10.8%	10.4%	?
CCC(CC)C(=O)OCC(=O)Nc1cccc([N+](=O)[O-])c1	2.9%	1.7%	-1.7%	11.0%	i	1.6	-2.6%	-3.5%	i
COc1ccc(-c2ccc(CN3C(C)C(=O)N(Cc4cn(CCC5OCCO5)nn4)CCS3(=O)=O)cc2)cn1 (configuration not stated)	.	-7.1%	.	0.9%	i	-0.1	.	-0.7%	i
O=C(Oc1cccc(-n2cnnn2)c1)c1ccco1	-3.3%	-4.6%	.	0.1%	i	1.9	8.6%	2.7%	i
COc1ccc(C(C(=O)NCC2CCCO2)N(C(=O)CNC(=O)c2ccco2)c2ccccc2)cc1OC (configuration not stated)	4.6%	-1.5%	-3.3%	0.5%	i	-0.7	-4.7%	3.4%	i
Cc1ccc(OCC(=O)NCCO)cc1C	0.2%	1.3%	6.1%	0.2%	i	0.7	0.8%	4.7%	i
CC(C)Oc1cc(F)ccc1-c1cc(C(=O)Nc2ccc(F)cc2)[nH]n1	.	-3.9%	.	-0.3%	i	0.3	.	6.2%	i
C=C1CCC[C@]2(C)C[C@H]3OC(=O)C(CNC(CC)CO)[C@H]3CC12 (some centres not stated)	-0.5%	-34.3%	-15.4%	?	i	-1.1	11.0%	?	i
Cc1ccc2c(c1)N(CC(=O)N1CCCCC1)C(=O)C(C)O2 (configuration not stated)	-0.3%	11.9%	6.6%	0.4%	i	0.4	-5.0%	5.6%	i
COc1ccc(S(=O)(=O)N(C)C)cc1NC(=O)COC(=O)CC1CCCC1	-1.6%	-21.6%	-7.9%	-1.1%	i	-1.0	-0.3%	-7.5%	i
Cc1ccc(-c2nc3cc(C)c(Br)c(C)n3c2Cc2ccsc2)cc1	.	.	.	5.4%	i	1.2	.	.	i
O=C1c2ccccc2S(=O)(=O)c2cc(-c3nn[nH]n3)ccc21	.	7.6%	.	-1.1%	i	0.4	.	-0.1%	i
Cn1c(=O)c2cc(NC(=O)OCCF)ccc2n1Cc1cccc(C(F)(F)F)c1	.	-15.7%	.	0.1%	i	-2.1	.	-11.9%	i
O=C(NC1CC1)C1CCN(C2CCN(C(=O)Cc3ccc4c(c3)OCO4)CC2)CC1	0.6%	-10.9%	-21.2%	0.1%	i	1.1	-0.4%	-0.6%	i
CC1=NN(c2ccccc2)C(=O)/C1=C\N(O)c1ccccc1	-2.0%	-28.6%	2.4%	17.5%	i	0.6	-1.4%	-2.3%	i
CCC(C)(C)NC(=O)CN(Cc1ccccc1Cl)C(=O)CCC(=O)Nc1cc(C)ccn1	-0.1%	-1.0%	-21.4%	0.1%	i	2.9	-0.7%	-0.3%	i
Cc1cc(NC(=O)c2noc3c2CCc2ccccc2-3)n(-c2ccccc2)n1	-0.4%	2.2%	?	0.0%	i	-0.1	-3.9%	8.2%	i
Cc1ccccc1CSCc1ccc(C(=O)NCCCN2CCOCC2)o1	-1.4%	2.9%	7.2%	-0.6%	i	0.9	-0.1%	-0.6%	i

(listing goes on)
SMILES	MmCpn inh	HepG2 viability	Nrf2 block	Nrf2 activator	pAkt inh	CCT modulator	A549 tox	TGFb SMAD3 inh	S2 tox
CN(C(=O)Cn1nnc(-c2cccnc2)n1)C1CCCCC1	-0.5%	1.3%	11.3%	0.2%	i	-0.1	-2.8%	-1.3%	i
CC(=O)c1ccc(NC(=O)C(C)Oc2ccc(N(C)S(=O)(=O)c3ccc(C)cc3)cc2)cc1 (configuration not stated)	-7.7%	0.9%	?	2.5%	i	-3.4	1.1%	?	i
C/C(=N/OC(=O)c1c(F)cccc1F)c1nccs1	0.3%	-10.0%	3.0%	0.4%	i	-0.2	-23.6%	8.1%	i
CCOc1ccc(-c2cc(C(=O)N3CCN(c4cc(Cl)ccc4C)CC3)c3ccccc3n2)cc1	.	6.3%	.	-0.1%	.	.	-0.5%	-9.4%	i
